HCMV inh – qHTS Assay for inhibitors of the human cytomegalovirus (HCMV). activity change, negative = inhibition, % at 57.5 µM. actives 4.5% (n = 410,000). HFF cells, HCMV-luciferase reporter, 72 h; stronger effect = lower value; in the data active = activity change below about -60%; inconclusive = no clear call, values can overlap the other calls; inactive = above about -39%
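Luciferase read-out from HCMV-luciferase-infected HFFs (MOI 1 PFU/cell) 72 h post infection at 37C; compounds added after 16 h cell attachment; activity normalized between buffer-only basal and Salinomycin (10uM) inhibitor controls.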
AmpC inh no detg – qHTS Inhibitors of AmpC Beta-Lactamase (assay without detergent) | Potency, µM (series often up to 57.1 µM), for inactives: top-dose activity change, negative = inhibition, hits mostly inhibitors | actives 0.52% (n = 330,000) | AmpC nitrocefin hydrolysis, absorbance 480 nm, 0.0001% Triton | P00811;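 also: potency is read from the fitted curve at half-maximal effect; plate controls were no compound for no effect and no enzyme for full effect; nearly all actives have a fitted effect of over 20% in size; some results filed as inactive show a strong effect at the top dose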
Target sequence (P00811 whole entry, looked up): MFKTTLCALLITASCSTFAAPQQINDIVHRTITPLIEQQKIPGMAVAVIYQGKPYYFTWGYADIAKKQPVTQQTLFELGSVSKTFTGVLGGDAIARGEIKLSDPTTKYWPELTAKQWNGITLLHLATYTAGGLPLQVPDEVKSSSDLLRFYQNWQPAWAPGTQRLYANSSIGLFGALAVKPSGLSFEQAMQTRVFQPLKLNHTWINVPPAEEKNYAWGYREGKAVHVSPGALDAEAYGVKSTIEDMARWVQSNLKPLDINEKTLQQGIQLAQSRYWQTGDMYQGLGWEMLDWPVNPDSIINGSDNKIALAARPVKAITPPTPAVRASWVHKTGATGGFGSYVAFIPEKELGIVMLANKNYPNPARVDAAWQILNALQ
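AmpC (5.3 nM in the dispensed reagent) in 20 mM phosphate pH 7.0 with 0.01% (detergent screen) or 0.0001% Triton X-100 was preincubated with compounds for 15 min at room temperature. Nitrocefin was then added from an 800 uM solution, and hydrolysis was followed at 480 nm.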
AMA1 RON2 block – qHTS for Inhibitors of AMA1-RON; Towards Development of Antimalarial Drug Lead: Primary Screen. Potency, µM (doses to about 58.2 µM), for inactives: top-dose activity change, negative = inhibition, most hits filed as inhibitors. actives 0.2% (n = 360,000). AID 720542, 2013. AlphaScreen AMA1-biotinylated RON2 peptide binding;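 also: potency is read from the fitted curve at half-maximal effect; 0% = vehicle wells and -100% = peptide control; nearly all actives have a fitted effect of over 45% in size; some results filed as inactive show a strong effect at the top dose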
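AMA1 (3D7) with his tag at 25 nM final met compounds first, then biotinylated RON2 peptide at 25 nM; detection used donor plus acceptor beads, 10 µg/mL apiece, read by AlphaScreen after 30 min at room temperature.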
AmpC detergent – qHTS Inhibitors of AmpC Beta-Lactamase (assay with detergent) | P00811 | AmpC hydrolysis of nitrocefin, absorbance 480 nm, 0.01% Triton | Potency, µM (top dose mostly 114 µM), for the others: top-dose activity change, negative = inhibition, hits mostly inhibitors | actives 0.041% (n = 370,000);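 also: potency is read from the fitted curve at half-maximal effect; 0% = no-compound wells and -100% = no-enzyme wells; nearly all actives have a fitted effect of over 25% in size; some results filed as inactive show a strong effect at the top dose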
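AmpC (5.3 nM in the dispensed reagent) in 20 mM phosphate pH 7.0 with 0.01% (detergent screen) or 0.0001% Triton X-100 was preincubated with compounds for 15 min at room temperature. Nitrocefin was then added from an 800 uM solution, and hydrolysis was followed at 480 nm.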
LmPK inh – qHTS Assay for Inhibitors of Leishmania Mexicana Pyruvate Kinase (LmPK); AID 1721, 2009; actives 0.37% (n = 290,000); Q27686; purified LmPK, Kinase-Glo ATP luminescence, 1 h; Potency, µM (doses to about 57.5 µM), for the others: top-dose activity change, negative = inhibition, hits mostly inhibitors; also: potency is read from the fitted curve at half-maximal effect
Target sequence (Q27686 whole entry, looked up): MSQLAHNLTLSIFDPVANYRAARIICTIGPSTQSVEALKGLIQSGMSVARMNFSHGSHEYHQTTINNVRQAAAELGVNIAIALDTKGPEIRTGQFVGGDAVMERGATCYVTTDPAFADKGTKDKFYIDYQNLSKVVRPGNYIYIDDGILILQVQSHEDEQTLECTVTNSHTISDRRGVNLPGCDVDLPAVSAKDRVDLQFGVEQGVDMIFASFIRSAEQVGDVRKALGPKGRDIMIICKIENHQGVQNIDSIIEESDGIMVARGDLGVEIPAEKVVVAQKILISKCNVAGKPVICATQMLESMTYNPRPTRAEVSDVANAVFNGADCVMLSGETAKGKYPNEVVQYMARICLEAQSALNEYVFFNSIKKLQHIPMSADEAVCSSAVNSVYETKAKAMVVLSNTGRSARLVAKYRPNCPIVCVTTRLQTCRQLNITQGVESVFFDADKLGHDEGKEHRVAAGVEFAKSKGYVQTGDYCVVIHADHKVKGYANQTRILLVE
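qHTS format; LmPK 0.1 nM; substrates PEP 0.5 mM and ADP 0.1 mM. One-hour room-temperature incubation, then coupled luciferase luminescence; 0.5 nM enzyme wells mark activation.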
Sm TGR inh – qHTS Assay for the Inhibitors of Schistosoma Mansoni Peroxiredoxins | purified TGR, DTNB reduction, TNB absorbance 405 nm | Potency, µM (titrated, usually from 114 µM), for the others: at the top dose activity change, negative = inhibition, most hits filed as inhibitors | actives 3% (n = 360,000) | AID 485364, 2010; also: potency is read from the fitted curve at half-maximal effect; nearly all actives have a fitted effect of over 60% in size
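TGR 20 nM + NADPH 100 uM (dispensed conc.), cpd preinc 15 min RT; start with NADPH (500 uM addition) then DTNB (15 mM addition). Kinetic TNB absorbance, 405 nm filter. Four-parameter Hill fit across titration.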
TbPYK inhibitor – qHTS of Trypanosoma Brucei Inhibitors. TbPYK enzyme, Kinase-Glo Plus ATP luminescence, 45 min. pyruvate kinase (Trypanosoma brucei), Q57TT1. Potency, µM (titrated, usually from 76.8 µM), inactives show at the top dose activity, negative = inhibition, most hits filed as inhibitors. AID 624173, 2012. actives 0.12% (n = 410,000); also: potency is read from the fitted curve at half-maximal effect; nearly all actives have a fitted effect of over 50% in size
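Screened from lowest to highest concentration, compounds were pinned into TbPYK/substrate mixtures, and ADP (130 uM final) was added. Plates sat at room temperature for 45 min prior to Kinase-Glo Plus detection by luminescence.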
* marks the source's active call; other numbers are inactive results; ? = inconclusive; · = not tested or not shown; & = joins results of further samples; [ ] = remark or other dose. Unless noted, calls follow the shape of the dose curve; as a rule, active = well fitted curve in the direction sought with a large enough effect; inconclusive = small, poorly fitted or top-dose-only effect, or another doubt; inactive = no such curve, though single readings can be large; an effect the other way counts as inactive or inconclusive. Unless noted, % is scaled to controls: 0 for no effect and ±100 for the full control effect.

SMILES	HCMV inh	AmpC inh no detg	AMA1 RON2 block	AmpC detergent	LmPK inh	Sm TGR inh	TbPYK inhibitor
COC(=O)c1c(C)[nH]c(C(=O)C(C)OC(=O)c2cc(C)oc2C)c1C (centres undefined)	?	0%	-28%	0%	·	0%	3%
CCn1c(C)nc2cc(S(=O)(=O)C(F)(F)C(F)C(F)(F)F)ccc21 (centres undefined)	-40	59%	12%	?	5%	-19%	1%
O=C(COC(=O)/C=C/c1ccco1)NCc1ccco1	-23	-23%	-12%	1%	3%	?	-1%
CCn1c(O)c(C#N)c(C)cc1=O	41	-23%	-15%	-3%	4%	?	0%
COc1ccc(-c2cc3nc[nH]c(=O)c3s2)cc1	146	-9%	12%	5%	-17%	8%	-11%
COc1ccc(NC(=O)c2oc3ccccc3c2NC(=O)Cc2cccs2)c(OC)c1	-26	·	·	5%	·	-3%	-6%
Cc1ccsc1/C=N/NC(=O)c1sccc1C	223	-9%	-5%	-1%	?	1%	-19%
CC12CN3CC(C)(CN(C1)C3c1ccc(OCc3ccccc3)cc1)C2=O (centres undefined)	-4	·	·	25%	·	6%	-12%
Cn1c(=O)[nH]c(=O)c2c1nc(N1CCOCC1)n2CC(O)COc1ccccc1 (centres undefined)	-24	-13%	21%	-2%	1%	0%	1%
O=C(CC(c1ccccc1)c1cc(Cl)ccc1O)NCCN1CCOCC1 (centres undefined)	-18	27%	12%	-8%	3%	-10%	7%
Cc1ccc(C(=O)OCC(=O)Nc2cc(C(C)(C)C)no2)c(C)c1	-38	-9%	17%	-7%	·	3%	-4%
COc1cccc(CN2CCNC(=O)C2CC(=O)N2CCOc3ccccc3C2)c1OC (centres undefined)	8	-15%	20%	-5%	2%	-4%	-6%
Cn1c(N/N=C/c2c[nH]c3ccccc23)nc2ccccc21	-27	-9%	?	0%	0%	22%	-13%
NC(=S)N/N=C/c1coc2cc(Br)ccc2c1=O	27	-29%	83%[activator]	1%	-1%	3%	-4%
COc1ccc(/C=N/NC(=O)c2[nH]c3ccc(Br)cc3c2-c2ccccc2)cc1	·	-25%	-1%	3%	1%	6%	-2%
Cc1nnc(SCC(=O)NC(=O)Nc2ccc3c(c2)OCCO3)n1N	61	-1%	13%	-7%	-3%	-3%	1%
COCCNC(=O)CCc1nc2cccnc2n1Cc1ccc(OC)cc1	-25&-16	-13%	1%	-7%&1%	-4%	-8%&0%	0%&-12%
O=C(CCN1C(=O)c2cccc3cccc(c23)C1=O)NCc1ccco1	?	-17%	14%	1%	-2%	·	1%
COc1cccc(OCc2cc(C(=O)N(C)CCC3CCCCO3)no2)c1 (centres undefined)	5	116%[activator]	-3%	?	-3%	8%	-1%
Cc1cccc(OCCCn2c(CCNC(=O)C(C)C)nc3ccccc32)c1	-16	152%[activator]	15%	-8%	3%	-11%	1%
O=Cc1ccc([B-](F)(F)F)s1	21	·	1%	·	·	·	-2%
Cc1[nH]c2ccccc2c1/C=N/NC(=O)c1cc(-c2ccncc2)nc2ccccc12	8	110%[activator]	-3%	2%	-2%	2%	5%
CC1CCN(C(=O)c2cc3ccccc3o2)CC1	51	-13%	0%	3%	-17%	0%	0%
O=C(N/N=C/c1cccs1)c1ccc2c(c1)OCO2	69	-6%	-7%[11.6 µM]	-7%	-11%	0%	-11%
COc1ccc(CCNC2=C(Cl)C(=O)N(Cc3ccccc3)C2=O)cc1OC	-37	66%[activator]	94%[activator]	6%	6%	·	3%
CCC(C(=O)NCc1ccccc1Cl)n1c(=O)c2cccn2c2ccccc21 (centres undefined)	?	·	·	-2%	·	-11%	0%
Cc1cccc(-c2nc3c4ccccc4nc(NCc4ccc(F)cc4)n3n2)c1	153	·	·	-12%	·	14%	-1%
CN(C)/C=C1\C(=O)N(c2ccc(Oc3ccccc3)cc2)CS1=O (centres undefined)	12	-6%	-2%	4%	-1%	19%	0%
CCN(CC)C(CNC(=O)c1cc(=O)[nH]c2ccccc12)c1ccccc1Cl (centres undefined)	-5	3%	1%	-1%	0%	7%	-5%
CCCC#Cc1ccc2c(c1)O[C@H](CN(C)S(=O)(=O)c1cccc(OC)c1)[C@H](C)CN([C@H](C)CO)S2(=O)=O	-14	·	-7%	·	·	·	1%
CCOc1ccc(NC(=O)CN(C)C(=O)Cc2c(C)nc3ccccc3c2C)cc1OCC	7	150%[activator]	11%	-4%	-1%	-4%	-1%
Nc1c(Br)cc(Br)c2c1-c1ccc([N+](=O)[O-])cc1C2	-80*	·	41%[activator]	·	·	·	3%
CCCCN(Cc1ccccc1)C(=O)C1CCCN(S(=O)(=O)c2cnc[nH]2)C1 (centres undefined)	-23	32%	-4%	5%	6%	2%	-3%
CCOc1ccc(N2C(=O)CN=C2Nc2ccccc2Cl)cc1	47	-5%	-2%	-8%	3%	11%	-4%
COCCCNc1oc(COc2ccc(Cl)cc2Cl)nc1C#N	-17	91%[activator]	-6%	-9%	10%	20µM*	2%
COc1ccc(Cl)cc1NC(=O)Cn1c(=O)n(Cc2ccco2)c(=O)c2cccnc21	-20	·	·	18%	·	-15%	-6%

For convenience, part of the list above.
SMILES	HCMV inh	AmpC inh no detg	AMA1 RON2 block	AmpC detergent	LmPK inh	Sm TGR inh	TbPYK inhibitor
COC(=O)c1c(C)[nH]c(C(=O)C(C)OC(=O)c2cc(C)oc2C)c1C (centres undefined)	?	0%	-28%	0%	·	0%	3%
CCn1c(C)nc2cc(S(=O)(=O)C(F)(F)C(F)C(F)(F)F)ccc21 (centres undefined)	-40	59%	12%	?	5%	-19%	1%
O=C(COC(=O)/C=C/c1ccco1)NCc1ccco1	-23	-23%	-12%	1%	3%	?	-1%
CCn1c(O)c(C#N)c(C)cc1=O	41	-23%	-15%	-3%	4%	?	0%

A second format for four compounds above:
mol: COc1ccc(CCNC2=C(Cl)C(=O)N(Cc3ccccc3)C2=O)cc1OC
- HCMV inh = -37
- AmpC inh no detg = 66%[activator]
- AMA1 RON2 block = 94%[activator]
- AmpC detergent = 6%
- LmPK inh = 6%
- Sm TGR inh = ·
- TbPYK inhibitor = 3%
mol: CCC(C(=O)NCc1ccccc1Cl)n1c(=O)c2cccn2c2ccccc21 (centres undefined)
- HCMV inh = ?
- AmpC inh no detg = ·
- AMA1 RON2 block = ·
- AmpC detergent = -2%
- LmPK inh = ·
- Sm TGR inh = -11%
- TbPYK inhibitor = 0%
mol: Cc1cccc(-c2nc3c4ccccc4nc(NCc4ccc(F)cc4)n3n2)c1
- HCMV inh = 153
- AmpC inh no detg = ·
- AMA1 RON2 block = ·
- AmpC detergent = -12%
- LmPK inh = ·
- Sm TGR inh = 14%
- TbPYK inhibitor = -1%
mol: CN(C)/C=C1\C(=O)N(c2ccc(Oc3ccccc3)cc2)CS1=O (centres undefined)
- HCMV inh = 12
- AmpC inh no detg = -6%
- AMA1 RON2 block = -2%
- AmpC detergent = 4%
- LmPK inh = -1%
- Sm TGR inh = 19%
- TbPYK inhibitor = 0%

Next part
SMILES	HCMV inh	AmpC inh no detg	AMA1 RON2 block	AmpC detergent	LmPK inh	Sm TGR inh	TbPYK inhibitor
O=C(NCC(c1ccco1)N1CCc2ccccc2C1)c1ccccc1Cl (centres undefined)	1	-3%	9%	-14%	·	1%	3%
CCOc1c(O)ccc(/C=C2\SC(=S)NC2=O)c1[N+](=O)[O-]	-35	-30%	22%	3%	-23%	·	?
Cc1ccc(CN2CCCC(C(=O)c3sccc3C)C2)o1 (centres undefined)	-4	-13%	0%	-3%	-2%	?	-2%
COC(=O)c1sccc1N(C)S(C)(=O)=O	-18	-5%	26%	-7%	2%	11%	3%
Cc1ccc(S(=O)(=O)N2CCC(C(=O)N/N=C/c3ccccc3[N+](=O)[O-])CC2)cc1	18	-28%	4%	-17%	3%	0%	-12%
O=C(CCn1c2c(c3ccccc31)CCCC2)NNC(=O)c1ccccc1C(=O)O	·	-17%	17%	-3%	5%	-5%	-8%
O=S(=O)(NCC1CCCO1)c1cc(Br)c(Br)s1 (centres undefined)	12	-7%	-1%	-1%	-4%	6%	-4%
Fc1cccc(Cc2noc(CN3CCN(C4CCc5ccccc5C4)CC3)n2)c1 (centres undefined)	0	110%[activator]	?	-5%	1%	26%	4%
CNC(=O)c1cc(C(=O)c2ccc(F)cc2Cl)c[nH]1	46	-14%	13%	2%	-1%	12%	2%
Cc1nc(Nc2ccc(F)cc2)[nH]c(=O)c1CCC(C)C	-18	-17%	2%	-3%	6%	-12%	7%
Cc1ccc(/C=N/N(C)C2=NS(=O)(=O)c3ccccc32)cc1	-28	-7%	-10%	2%	0%	24%	0%
Cc1nc(/N=C(\N)NC(=O)NC2CCCCC2)nc2ccccc12	-84*	-25%	2%	1%	7%	17%	-2%
COC(=O)c1ccc(NC(=O)CC2C(=O)N(c3cccc(C)c3)C(=O)N2Cc2ccco2)cc1 (centres undefined)	-8	·	·	15%	·	-14%	-1%
COc1cc2c(cc1OC)C(C(C)C)=NC(C)(C)C2	-1	-16%	-1%	-3%	3%	0%	4%
Cc1nn(-c2ccccc2)c(C)c1/C=N/NC(=O)c1cc(O)cc(O)c1	87	-42%	-11%	1%	-9%	-22%	4%
CCN(CC)S(=O)(=O)c1cccc(C(=O)NC(C(=O)Nc2nnc(C)s2)C(C)C)c1 (centres undefined)	8	-12%	14%	4%	5%	-21%	-17%
